# Bioassay records deposited in PubChem BioAssay by several laboratories.
# HDAC3 inhib – inhibitors of human histone deacetylase 3 | inhibition, % at 8.3 µM | recombinant HDAC3, fluorogenic peptide/trypsin coupled, fluorescence | actives 0.15% (n = 320,000) | AID 2718; in the data active means inhibition above about 26%, passing the limit was not always enough
# Target sequence (O15379 whole entry, looked up): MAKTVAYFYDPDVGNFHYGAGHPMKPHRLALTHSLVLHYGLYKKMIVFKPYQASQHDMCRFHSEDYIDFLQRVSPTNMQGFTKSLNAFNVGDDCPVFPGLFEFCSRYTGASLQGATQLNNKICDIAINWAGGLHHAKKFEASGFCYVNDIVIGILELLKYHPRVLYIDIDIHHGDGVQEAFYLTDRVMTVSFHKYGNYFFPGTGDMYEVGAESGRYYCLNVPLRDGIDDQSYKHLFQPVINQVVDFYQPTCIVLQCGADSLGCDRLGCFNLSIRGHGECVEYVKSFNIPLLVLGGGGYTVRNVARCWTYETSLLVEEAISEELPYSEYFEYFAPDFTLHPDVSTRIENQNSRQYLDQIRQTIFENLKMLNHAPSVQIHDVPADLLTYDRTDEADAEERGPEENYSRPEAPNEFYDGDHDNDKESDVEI
# KLF5 inhibitor – kruppel-like factor 5 inhibition; DLD-1 KLF5 promoter-luciferase reporter, luminescence; inhibition, % at 5 µM; actives 0.23% (n = 290,000); AID 1700;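 active means inhibition above a per-plate limit of that plate's mean compound inhibition plus 3 SD, cut at about 60% in these data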;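 further: 0% = DMSO wells and 100% = LY294002 at 200 µM; higher means less KLF5 promoter-driven luciferase light; inactives centre near -14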
# IEC-6 cytotox – counter-screen for KLF5 inhibitors: cytotoxicity in IEC-6 cells; IEC-6 cytotoxicity, luminescence viability; inhibition, % at 5 µM; actives 0.78% (n = 290,000); AID 1825; in the data active means inhibition above about 22%;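 further: 0% = plate median of test compound wells and 100% = cytotoxic reference compound wells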
# HSP90 refold inh – blocks HSP90-mediated luciferase refolding in reticulocyte lysate | Rabbit reticulocyte lysate, luciferase refolding luminescence, 3 h | inhibition, % at 5.6 µM | actives 0.91% (n = 290,000);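 active means inhibition above the screen-wide mean plus 3 SD, computed separately per campaign, cut at about 16% in these data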;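 further: 0% = DMSO wells and 100% = 60 µM geldanamycin wells; inhibitors lower the luminescence because luciferase stays unfolded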
# AI-2 QS mod – Vibrio harveyi AI-2 quorum sensing modulation | activity change, % at 7.5 µM | Vibrio harveyi JMH597 AI-2 luminescence/OD600 ratio, 9 h; active compounds read low; strain lacks LuxN and CqsS sensors; 0 = neutral-control median | actives 0.4% (n = 300,000); in the data active means activity change below about -75%, passing the limit was not always enough;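 further: luminescence divided by OD600 gain over 9 h not by final OD600 alone; inactives centre near 13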
# HIF act – HIF pathway transcriptional activation | activation, % at 7.5 µM (by protocol) | actives 0.32% (n = 300,000) | U2OS HRE-luciferase reporter, luminescence; normalized: DMSO 0%, desferrioxamine 100% | AID 1910;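 active means mean activation of at least 10% of the iron chelator positive control signal, with at least half of replicates also reaching 10%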
# HSF1 inhib – HSF1 inhibition; activity change, negative = inhibition, % at 7.5 µM (by protocol); actives 0.77% (n = 300,000); NIH3T3-HGL HSE-luciferase, MG132-induced, luminescence 8 h; active compounds read low;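 active means more than half of replicate wells show activity change below -50%, luminescence cut by over half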;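 further: luciferase reports HSF-1 transcriptional activity via heat shock element; 0% = median of DMSO wells and -100% = zero luminescence signal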
# aSyn 5UTR inh – 5' untranslated region of α-synuclein, MLPCN primary screen. alpha-synuclein 5'UTR reporter, inhibitor activity. inhibition, % (tested at 7.5 µM). actives 0.82% (n = 300,000). AID 1813; in the data active means inhibition above about 60%;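 further: H4 neuroglioblastoma cells stably carrying SNCA 5'UTR luciferase fusion; 0% = DMSO wells and 100% = positive control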
# HSF-1 act – increases HSF-1 driven luciferase reporter signal; actives 1.7% (n = 300,000); activation, % at 9 µM; NIH3T3-HGL HSF-1 luciferase reporter, MG132, 8 h; 100% = twice DMSO control signal; AID 504408;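 active means mean replicate activation of at least 50% with a set share of replicates each reaching 50%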;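 further: 0% = median of the neutral control wells and 100% = twice that signal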
# Platelet DG rel – platelet dense granule release activity; human platelet-rich plasma, SFLLRN dense granule ATP release, luminescence; AID 1663; actives 0.22% (n = 300,000); inhibition, %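 (compounds screened at 7.5 µM in platelet-rich plasma)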;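 active means mean replicate score, as percent of positive control, at or above 50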
# Active calls of the source: *; nt = no result given.
SMILES,HDAC3 inhib,KLF5 inhibitor,IEC-6 cytotox,HSP90 refold inh,AI-2 QS mod,HIF act,HSF1 inhib,aSyn 5UTR inh,HSF-1 act,Platelet DG rel
O=C(Cn1c(=O)oc2ccccc21)Nc1ccccc1C(F)(F)F,-7,-5,-2,-1,35,-3.8,-6,-1,-9,-2
COC(=O)c1ccc(/C=C/c2c(-c3ccc(OC)cc3)oc3ccccc23)cc1,2,-23,0,-3,29,-4.7,5,-8,-7,0
Cc1cccc(Cc2nnc(CCC(=O)NCc3cnc4ccccn34)o2)c1,-13,11,0,0,14,0.0,-3,-12,14,0
CNc1nc(Cl)nc(Nc2ccccc2)n1,-1,-8,1,-2,3,2.0,10,4,4,-2
O=C(Oc1ccnc2cc(Cl)ccc12)N1CCOCC1,-9,-12,2,0,7,-0.9,-3,-1,5,-4
O=[N+]([O-])c1cccc2ncccc12,1,0,2,1,-1,-0.4,-4,-1,1,-8
C=CCNCCCCOc1ccc(C)cc1[N+](=O)[O-],-3,9,4,0,15,-37,10,-15,34,-5
Cc1ccc(S(=O)(=O)CCc2nc3ccccc3s2)cc1,1,-40,1,2,33,nt,nt,nt,nt,nt
Cc1cccc(OCC(O)CN2CCN(C3CCCCC3)CC2)c1 (stereo not drawn),-3,8,-4,2,21,-0.4,-7,-3,12,3
Cc1ccc(S(=O)(=O)/N=C(/Sc2ccccc2C(=O)O)c2ccccc2)cc1,-8,-38,-3,-3,52,-0.6,-2,-7,3,0
COc1ccccc1Oc1ccc(-c2cnc3ccccc3n2)cc1[N+](=O)[O-],0,-25,-3,5,-4,2.3,5,-74,-5,-4
CC(C)(C)OC(=O)N[C@@H](Cc1ccccc1)C(=O)NCC1CCC(C(=O)O)CC1 (stereo partly drawn),-2,-7,-1,4,7,-0.2,-3,6,-1,8
O=C(O)c1ccc(N=Cc2c(O)ccc3ccccc23)cc1,-8,-24,-1,4,22,-0.2,-10,14,-15,-3
CC1(C)Cc2nc3oc4c(N(CCO)Cc5ccccc5)ncnc4c3cc2CO1,-4,-23,-3,2,23,0.3,2,25,-4,1
Cn1nc(C(=O)N2CCc3ccccc3C2)c2ccccc2c1=O,-9,-15,-1,1,-8,-0.1,-6,7,0,20
CCOc1cc(CNCc2cccnc2)cc(Br)c1OCC(N)=O,1,-17,0,5,7,-2.4,0,1,3,6
CCCCNC(=O)CN1C(=O)C(CC)Oc2ccc(Cl)cc21 (stereo not drawn),-3,4,-1,-2,-6,-0.1,-2,21,11,-10
CCOC(=O)CN(C(=O)CN1CCC(n2nnc3cc(C)ccc32)CC1)c1ccccc1,2,-29,10,2,16,0.4,-2,47,-5,0
COc1ccc2nc(N3CCOCC3)cc(C)c2c1,-16,-64,2,9,9,2.2,10,-79,29,13
Nc1nc(SCCN2C(=O)c3ccccc3C2=O)n[nH]1,2,-25,-6,2,11,0.1,4,-4,0,-4
O=C(Cn1cnc(S(=O)(=O)N2CCCC2)c1)Nc1cccc(F)c1,-2,-46,6,0,10,0.2,-3,-1,5,7
CCOC(=O)CC1CCCCN1C(=O)c1ccc2nc(CCOC)oc2c1 (stereo not drawn),0,-29,1,-7,3,-0.1,-3,-5,-1,10
Cc1cccnc1NC(=O)CSc1nnc(Cc2ccccc2)o1,-5,28,4,8,4,-0.4,-3,-5,-2,-4
O=[N+]([O-])c1ccccc1C1Nc2cccc3cccc(c23)N1,-15,10,11,2,24,-0.1,9,-27,15,0
C[C@H]1CC[C@]2(O[C@H](CCO)C[C@H](O)[C@H]2O)O1,0,nt,nt,nt,-4,-0.4,-1,-6,-13,10
SMILES,HDAC3 inhib,KLF5 inhibitor,IEC-6 cytotox,HSP90 refold inh,AI-2 QS mod,HIF act,HSF1 inhib,aSyn 5UTR inh,HSF-1 act,Platelet DG rel
COc1cc(CNCc2ccc3c(c2)OCO3)c([N+](=O)[O-])cc1OC,-4,-28,-2,3,2,0.9,-2,-6,15,6
CC1(OC(=O)CCc2ccccc2)C(=O)C=C2C=C(c3ccc(C#N)cc3)N(Cc3ccccc3)C=C2C1=O (stereo not drawn),1,nt,nt,nt,13,-5.9,0,6,4,-6
CCc1ccc(NS(=O)(=O)c2ccc(OC)c3ncccc23)cc1,5,-5,0,-6,18,-0.7,-8,28,-19,-3
O=C(CN1CCN(Cc2ccccc2)CC1)NC(=O)NCc1ccco1,2,-7,-8,-1,7,-0.6,-11,-5,1,1
CCOC(=O)C1=C(c2ccccc2)N2CCS(=O)(=O)N=C2S1,6,-30,3,-4,30,0.9,4,22,1,-2
COC(=O)[C@@H]1C(c2ccccc2)(c2ccccc2)[C@@]1(C)C(=O)OC,-4,-4,1,0,12,0.4,-1,15,-14,3
CC1CCCC(NC(=O)C2CCN(S(=O)(=O)N3CCCCC3)CC2)C1C (stereo not drawn),0,-34,0,0,8,1.2,3,8,33,4
COc1ccc(-c2nn3cnnc3s2)cc1OC,-4,-36,-4,2,7,-0.3,-4,20,4,6
CSCCC(NC(=O)c1ccccc1Br)C(=O)N1CCC(C)CC1 (stereo not drawn),-1,-21,3,0,3,-0.3,-3,10,12,6
S=C(Nc1ccc(Cl)cc1)NC1CCCCC1,-2,-48,-4,0,10,2.5,10,-73,28,-32
COc1ccc(C(=O)NC(Cc2ccccc2)c2ccc3c(c2)OCCCO3)cc1 (stereo not drawn),1,-82,2,-1,1,0.2,2,-18,32,-1
COC(=O)c1cc(Br)ccc1NC(=O)Nc1ccccc1,4,4,-2,-4,7,0.0,-4,9,-5,9
CCc1ccc(C2CC(c3cccc(Cl)c3)n3nc(N)nc3N2)cc1 (stereo not drawn),-3,-12,-6,-3,26,-0.1,-12,12,-8,4
CC(CC(=O)O)CC(=O)Nc1ccc(Br)cc1 (stereo not drawn),nt,3,0,0,22,-0.2,-7,4,22,9
Cc1nnc(N/N=C/c2ccc(Br)cc2)n1N,6,-35,-2,0,9,-2.4,40,-11,52*,2
C/C(=N\Nc1nc(N)cc(Cl)n1)c1ccc(Cl)c(Cl)c1,2,-15,-9,-2,-4,1.9,7,-10,23,2
COc1ccc2cc(OCC(=O)NNC(=O)Nc3ccc(OC)c(OC)c3)ccc2c1,nt,-26,0,-2,10,0.2,12,5,45,-9
O=S(=O)(NCCc1cn2ccccc2n1)c1ccc2c(c1)CCCC2,-1,-7,-8,-3,20,-0.1,4,-9,-11,57*
Cc1cc(C)cc(NC(=O)CCc2c(C)nn(-c3ccc(N4CCOCC4)nn3)c2C)c1,0,-70,-2,-7,15,1.2,13,-15,20,-4
COC(=O)c1cc(C)sc1NC(=O)CCCC(=O)O,2,-19,0,0,12,0.0,1,5,-2,1
COc1ccc(/C=C/c2c(-c3ccc(OC)cc3)oc3ccc(-c4ccc(OC)cc4)cc23)cc1,-2,-4,4,-3,14,-2.0,-3,12,-5,-2
Cc1cccc(N(C(=O)c2csnn2)C(C(=O)NCc2ccccc2)c2ccncc2)c1 (stereo not drawn),1,-28,0,3,1,0.0,9,-7,-15,-3
Cc1cc(C)n2nc(CC(=O)NCc3ccccc3Cl)nc2n1,-7,1,0,-3,17,0.2,1,14,-9,6
Cc1cccc(N2CCN(CC(=O)N(C)Cc3ccccc3)CC2C)c1 (stereo not drawn),4,-33,-9,-4,5,0.0,-2,4,-3,-2
CCCCN(CCCNC(=O)Cn1nc(CC)n2c(cc3sc(C)cc32)c1=O)Cc1ccccc1,-4,-11,5,3,10,0.1,0,35,12,6
SMILES,HDAC3 inhib,KLF5 inhibitor,IEC-6 cytotox,HSP90 refold inh,AI-2 QS mod,HIF act,HSF1 inhib,aSyn 5UTR inh,HSF-1 act,Platelet DG rel
CC1C[C@@]2(NC(=O)NC2=O)C(C)CN1C (stereo partly drawn),-1,-11,7,1,7,0.4,11,11,6,1
CC(=O)Nc1ccc(S(=O)(=O)N2CC(=O)NC(=O)C2)cc1,-5,-27,-1,-1,16,-0.6,0,-5,-1,-2
O=C(O)c1ccc(Cn2ccc3ccccc32)o1,-1,-50,-2,-1,5,1.3,2,-8,-3,-3
CCc1cc2c(=O)c(-c3nc4ccccc4n3C)coc2c(CN2CCN(C)CC2)c1O,-2,-25,1,0,13,0.2,4,-14,17,-13
Cc1ccc(Cn2nc(C)c(NC(=O)c3cc(C)no3)c2C)cc1,-1,-26,-4,0,36,0.0,-4,14,5,0
O=C(CCc1nc2ccccc2c(=O)[nH]1)Nc1cc(C(F)(F)F)ccc1N1CCOCC1,-5,nt,nt,nt,33,1.2,-10,4,-2,0
CCO[C@H]1OC(C(=O)N2CCOCC2)=C[C@@H](c2ccc(C(F)(F)F)cc2)[C@@H]1CCCO,6,-12,-1,6,6,-2.0,8,25,-4,0
O=C1Nc2ccccc2C1=Nc1ccc(Cl)cc1,3,-1,4,-1,13,4.3,21,-19,34,-3
Cc1cc(OC(C)C)c2c(-c3ccccc3)cc(=O)oc2c1,0,-20,-2,-1,8,0.1,-5,30,-7,15
CCOc1cccc2sc(N(CCN(C)C)C(=O)CCS(=O)(=O)c3ccccc3)nc12,2,-26,-7,-6,12,-0.2,2,-8,4,-5
O=C(Nc1ccon1)Nc1cc(Cl)ccc1Cl,3,-19,2,-2,2,-0.3,1,-17,2,-8
N#Cc1nc(-c2cccs2)oc1NCc1ccco1,-171,-40,0,-1,-58,nt,-1,-35,20,8
Cc1ccc(NC(=O)C2=C(O)c3sccc3N(C)S2(=O)=O)cc1,-1,-7,-3,-3,10,2.3,4,-101,-8,4
CCOc1ccccc1NC(=O)CNC(=O)c1nn(-c2ccc(OC)c(OC)c2)c(=O)c2ccccc12,5,-36,2,2,4,0.0,2,32,-6,2
CN(c1ccc(F)cc1)S(=O)(=O)c1ccc2[nH]cc(C(=O)O)c(=O)c2c1,2,17,2,7,nt,nt,nt,nt,nt,nt
O=C1C(=O)N(CCCn2ccnc2)C(c2cccnc2)/C1=C(/O)c1ccc(F)cc1 (stereo not drawn),15,nt,nt,nt,18,0.0,-11,-5,-7,-3
COc1ccc(C(=O)Nc2ccc(N3CCC(C)CC3)cc2)cc1Br,0,-28,-5,-1,11,0.3,-10,-20,-7,-3
Clc1ccc(-n2cccc2CN2CCc3c([nH]c4ccccc34)C2c2ccccn2)nc1 (stereo not drawn),11,-24,3,0,30,-0.7,-2,-6,6,-3
COc1ccccc1NC(=O)c1ccc(NC(=O)CN2CCCC2)cc1,9,-61,-5,-7,10,-0.2,-4,-12,8,13
COc1ccc(NC(=O)Nc2ccc(O)c3ccccc23)cc1,-3,nt,nt,nt,13,-2.5,-42,-35,-48,26
CCc1ccc(C(c2c(C)nn(-c3ccccc3)c2N)c2c(C)nn(-c3ccccc3)c2N)cc1,nt,-11,9,8,32,-2.9,13,34,10,15
Cc1ccc(Oc2ncnc(N)c2[N+](=O)[O-])cc1,10,-14,-2,-1,-9,-0.3,-1,6,-9,-2
CC(C)(C)OC(=O)N1CCN(C(=O)OCC2c3ccccc3-c3ccccc32)CC1C(=O)O (stereo not drawn),-1,nt,nt,nt,11,0.0,0,-3,-5,4
COc1ccc([C@@H]2[C@@H]3C(=O)N(C(C)(C)C)C(=O)[C@@H]3[C@]3(C)C(=O)N(c4ccc(C(F)(F)F)cc4)C(=O)N23)cc1,8,-11,-1,-2,22,1.0,7,-20,13,2

# Fetched by compound from the entries so far (2):
SMILES,HDAC3 inhib,KLF5 inhibitor,IEC-6 cytotox,HSP90 refold inh,AI-2 QS mod,HIF act,HSF1 inhib,aSyn 5UTR inh,HSF-1 act,Platelet DG rel
CCOc1ccccc1NC(=O)CNC(=O)c1nn(-c2ccc(OC)c(OC)c2)c(=O)c2ccccc12,5,-36,2,2,4,0.0,2,32,-6,2
CCO[C@H]1OC(C(=O)N2CCOCC2)=C[C@@H](c2ccc(C(F)(F)F)cc2)[C@@H]1CCCO,6,-12,-1,6,6,-2.0,8,25,-4,0
